From PubChem BioAssay
mHTT-CaM PPI inh – mutant huntingtin-calmodulin interaction inhibitors – biochemical, AlphaScreen, primary screen; P42858; AlphaScreen His-mHTT/GST-CaM binding, luminescence; inhibition, % at 15 µM; 3.6% of 190,000 active; AID 1671202, 2021;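 further: 0% = both proteins with DMSO and 100% = one protein alone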
Pf apPOL inh – Pf-apPOL inhibitors, biochemical, fluorescence; Plasmodium falciparum apicoplast DNA polymerase (apPOL); AID 1794808, 2022; 0.25% of 210,000 active; inhibition, % at 10 µM; Recombinant Pf-apPOL, molecular beacon fluorescence, 1.5 h
The depositor's hits bear a star; · = no result given; & = joins results of further samples. No stated cut-off is given here; in the data, active means inhibition above about 50%; inactive means the rest. The list is partial; rates above refer to the full screens.

SMILES	mHTT-CaM PPI inh	Pf apPOL inh
CCNc1cc(N2CCC(CCC(=O)Nc3ccc(OC)cc3)CC2)ncn1	1.1	-2.1
O=C(OCc1sccc1Oc1ccccc1)c1ccc(Cl)cc1	·	-7.5
COc1ccc(Nc2ncc3c(n2)CCN(Cc2ccc(C)cc2)C3)c(OC)c1	15.1	-9.3
Cc1ccc(CN2CCCN(c3ncccc3-c3nc(C(C)C)no3)CC2)cc1	-22.6	3.3
O=C(NC1CCN(c2ccccc2C(=O)N2CCCC2)CC1)c1cccs1	3.4	-3.0
O=C1c2ccccc2C(=O)N1Nc1ccccc1	·	-1.6&-6.4
O=C1Nc2ccc(Br)cc2C(O)(C(=O)N2CCCC2)N1c1ccc(Cl)cc1 (configuration not stated)	17.0	-8.3
CN1CCC(N(CC2CCOC2)S(=O)(=O)c2cccs2)CC1 (configuration not stated)	-3.4	-10.0
COc1ccc(NC2CCC(C3OCCO3)CC2O)cc1 (configuration not stated)	-2.0	1.9
Cc1ccccc1C(=O)N1CCC(COc2ccccc2C(=O)NC2CC2)CC1	10.4	19.7
Cc1ccc(S(=O)(=O)N2CCc3nc(NC(=O)CC(C)C)sc3C2)cc1	8.5	-2.9
CN1CCC(N(C)Cc2cccc([N+](=O)[O-])c2)CC1	-3.9	-11.3
O=[N+]([O-])c1cccc(-c2noc(-c3cccc(Cl)c3)n2)c1	-0.8	5.3
c1cnc(SCc2ccc3nsnc3c2)nc1	-11.9	·
COc1ccc(C=C2Oc3c(ccc(O)c3CN3CCN(C)CC3)C2=O)cc1OC	6.2	-12.5
O=C1c2ccccc2NC(c2cccc(O)c2)N1O (configuration not stated)	20.0	-6.9
O=C(NC1CC1)c1ccc(CS(=O)(=O)Cc2ccc(Cl)cc2)o1	-11.0	-15.7
O=C1C(=Nc2cccc(F)c2)c2ccccc2N1CN1CCN(c2ccccc2)CC1	1.0	-4.2
Cc1ccc2[nH]cc(CCNC(=O)CC3CCN(C(=O)c4ccccc4Cl)CC3)c2c1	78.9*	1.1
COc1cccc(Nc2ncc3c(n2)CCN(Cc2ccc(F)cc2)C3)c1	14.3	-7.7
COc1cc(OC)c(NC(=O)COc2ccc(Cl)c(C)c2)cc1Cl	4.0	6.2
O=C(CN1C(=O)c2ccccc2C1=O)Nc1cccc(Cl)c1	1.0	0.4
COc1ccc(S(=O)(=O)N(CC(=O)Nc2cccc(F)c2)c2ccccc2)cc1	1.2	-2.4
Cc1c(Cl)cccc1NS(=O)(=O)c1cc(Cl)ccc1Cl	-3.1	3.4
O=C(Nc1cc(F)ccc1F)C1CCN(c2ncnc3c2nc2n3CCCCC2)CC1	1.1	-2.7
Cc1ccc(C(=O)Nc2cc(-c3ccccn3)no2)cc1C	7.0	-1.3
c1ccc(-c2ncc(-c3nc4ccccc4o3)cn2)cc1	-3.1	0.6
Cc1c(NC(NC(=O)c2cccs2)C(Cl)(Cl)Cl)c(=O)n(-c2ccccc2)n1C (configuration not stated)	12.0	-1.4
CCOc1ccc(S(=O)(=O)N(CC(=O)N2CCOCC2)c2ccc(C)cc2)cc1	3.7	-4.0
Cc1ccc(NC(=O)N2CCC(c3nc(C(=O)N(C)C)c(C)o3)CC2)c(C)c1	-4.5	3.3
O=C1CC(c2cccc([N+](=O)[O-])c2)n2ncnc2N1 (configuration not stated)	2.0	6.5
O=C(NCCC1CCN(C(=O)c2ccc(F)cc2)CC1)c1ccc2c(c1)OCO2	5.2	-1.8
Cc1ccccc1-c1nnc2n1N=C(c1ccc3c(c1)OCO3)CS2	-1.6	·
N#Cc1c(N2CCCC2)nsc1-c1ccccc1	·	-4.3
CCCC(=O)NC1CCN(c2nc3c(s2)c(C)nn3-c2ccc(F)cc2)CC1	2.3	-4.8
COc1ccc(/C=c2\sc3nc(=O)cnn3c2=O)cc1	-3.0	-6.2
Cc1ccc(C)c(NC(=O)Cn2cc3c(n2)CCC(C)C3)c1 (configuration not stated)	-11.4	-2.7
O=C1NC2(CCN(C(=O)c3ccc(F)cc3)CC2)Nc2cc(F)c(F)cc21	-5.7	0.1
COc1cc(S(=O)(=O)Nc2cccc(C)c2)ccc1NC(=O)c1ccncc1	12.0	17.3
Cc1onc(-c2ccccc2)c1C(=O)NCc1ccc(Cl)c(Cl)c1	-2.2	0.1
COc1cccc(C(=O)N2CCN(Cc3ccco3)CC2)c1	-3.1	-1.2
Cc1nc2c(NC(=O)c3ccccn3)cccn2n1	50.4*	-14.4
COc1nccnc1N1CCC(NC(=O)c2ccncc2)C1 (configuration not stated)	4.1	0.1
CS(=O)(=O)c1ccc2nc(NC(=O)CCN3C(=O)c4ccccc4C3=O)sc2c1	3.0&-4.2	-2.2&1.0
Cc1nc2c(C(=O)NC3CCCCC3C)cnn2c(C)c1Cc1ccccc1 (configuration not stated)	16.0	-7.8
COc1cccc(NC(=O)Nc2nnc(COc3ccc([N+](=O)[O-])cc3)s2)c1	-7.3	3.9
CCCCC(=O)Nc1ccc(C(=O)O)cc1NC(=O)CCCC	-5.7	-1.2
O=c1c2ccccc2ncn1C1CCN(S(=O)(=O)Cc2ccccc2)CC1	-7.5	0.2
O=C(NCc1cc(-c2ccc(F)cc2F)on1)c1cc(=O)c2ccccc2o1	-21.1	-1.7
COCCN=C1Nc2ccccc2NC12CCCN(C(=O)c1n[nH]c3c1CCCC3)C2 (configuration not stated)	-1.7	-1.8
Clc1ccc2ncnc(-c3ccccc3)c2c1	-4.9	-2.5
Cc1ncc(-c2ccc(Br)cc2)cn1	-15.3	0.0
Cc1ccc(S(=O)(=O)N2CCCC(c3nnc(COc4ccccc4)o3)C2)c(C)c1 (configuration not stated)	-18.2	-5.0
COc1ccc([N+](=O)[O-])cc1NC(=O)CCCN1C(=O)c2ccccc2C1=O	0.9	-5.1
COc1ccc(OC)c(C2CC(c3ccc(F)cc3)Nc3nnnn32)c1 (configuration not stated)	1.9	-1.0
CC1(C(Br)Br)C=CC(=O)C=C1	-7.0	-1.8
O=C1CC(c2cccs2)CC2=C1C(c1ccc(Cl)c(Cl)c1)Nc1ccccc1N2 (configuration not stated)	77.0*	-2.7
Cc1cccc(-c2noc(C3CCCN3S(=O)(=O)c3ccc(F)c(Cl)c3)n2)c1 (configuration not stated)	-19.0	0.0
COc1cc(/C=C(\C#N)c2nc(-c3ccc(Cl)cc3Cl)cs2)ccc1O	3.6	2.1
COc1cc([N+](=O)[O-])ccc1N=Cc1c(C)[nH]n(-c2ccccc2C)c1=O	57.0*	0.8

Compound profiles, from the list above. Values in the order: mHTT-CaM PPI inh, Pf apPOL inh
Entry for COc1nccnc1N1CCC(NC(=O)c2ccncc2)C1 (configuration not stated) → 4.1, 0.1
Entry for Clc1ccc2ncnc(-c3ccccc3)c2c1 → -4.9, -2.5
Entry for CC1(C(Br)Br)C=CC(=O)C=C1 → -7.0, -1.8
Entry for Cc1ncc(-c2ccc(Br)cc2)cn1 → -15.3, 0.0
Entry for O=C(NCc1cc(-c2ccc(F)cc2F)on1)c1cc(=O)c2ccccc2o1 → -21.1, -1.7

Reformatted in markdown: part of the list above.
| Structure | mHTT-CaM PPI inh | Pf apPOL inh |
| --- | --- | --- |
| Cc1ncc(-c2ccc(Br)cc2)cn1 | -15.3 | 0.0 |
| Cc1ccc(S(=O)(=O)N2CCCC(c3nnc(COc4ccccc4)o3)C2)c(C)c1 (configuration not stated) | -18.2 | -5.0 |
| COc1ccc([N+](=O)[O-])cc1NC(=O)CCCN1C(=O)c2ccccc2C1=O | 0.9 | -5.1 |
| COc1ccc(OC)c(C2CC(c3ccc(F)cc3)Nc3nnnn32)c1 (configuration not stated) | 1.9 | -1.0 |
| CC1(C(Br)Br)C=CC(=O)C=C1 | -7.0 | -1.8 |

Following part:
SMILES	mHTT-CaM PPI inh	Pf apPOL inh
O=C(NCCc1nnc2ccc(SCc3c(F)cccc3Cl)nn12)c1ccccc1	-13.6	-7.2
CCn1c(C2CCN(C(=O)c3ccccn3)C2)nc2cccnc21 (configuration not stated)	-0.7	-3.6
CC(=O)Nc1ccc(NS(=O)(=O)c2ccccc2[N+](=O)[O-])cc1	-4.2	-5.6
CN(C)CCNC(=O)c1cccc(Cl)c1	3.2	-3.0
Cc1ccc(N2CCN(S(=O)(=O)N(C)C)CC2)cc1Cl	-16.5	-13.8
c1cc(-c2noc(C3CCCCC3)n2)cc(N2CCOCC2)n1	-39.6	1.8
CCCS(=O)(=O)C(C#N)c1ccccc1[N+](=O)[O-] (configuration not stated)	·	-4.5
Cc1c(C(=O)N2CCC(C)CC2)oc2ccc(S(=O)(=O)N3CCC4(CC3)OCCO4)cc12	26.0	-1.5
COc1cccc(OC(F)(F)F)c1	-1.6	·
COc1ccc(-c2noc(-c3ccc(OC)cc3)n2)cc1	-6.1	-4.9
COCC(=O)Nc1ccc(-c2nc3ncccc3o2)cc1C	0.3	-6.2
O=C(O)C1C2C=CC(O2)C1C(=O)NCc1ccc2c(c1)OCO2 (configuration not stated)	-0.8	2.3
Cc1ccc(C2=NN(CCC(=O)NC3CCCC3)C(=O)CC2)cc1	0.0	-14.9
COc1ccc2cc3cc(C(=O)Nc4ccc(OC)c(Cl)c4)oc3nc2c1	48.0	2.4
CCC(C)(C)C1CCC2(CC1)SCC(=O)N2c1ccc(F)cc1 (configuration not stated)	-1.0	-9.8
CCn1cc(CN2CCC(C(=O)NCc3cccc(F)c3)CC2)c2cc(OC)ccc21	25.2	-3.2
COc1ccc(-c2noc(C3CCCN3C(=O)c3ccc(OC)nc3)n2)cc1 (configuration not stated)	5.7	-1.5
O=C(c1cccc(Cl)c1)N1CCN(c2nc(CN3CCCCC3)cs2)CC1	26.0	1.2
COc1ccc2c(c1)OC(=Cc1cccc(F)c1)C2=O	10.1	-1.8
CCOc1cc(C)ccc1S(=O)(=O)n1ccnc1	-5.6	-3.6
CN(C)C1CCN(Cc2ccc(Br)cc2F)CC1CO (configuration not stated)	4.2	-2.1
Fc1ccc(-n2cccc2)c(F)c1	·	-8.3
Cc1ccc(C(=O)N2CCC(c3nc4ccncc4n3C)C2)cc1F (configuration not stated)	7.3	-6.7
CCN(CC)CCNC(=O)CC1CCN(C(=O)c2ccc(C)cc2)CC1	4.3	-2.8
CN1CCN(CCCNC(=O)c2ccc(CS(=O)(=O)Cc3ccc(Cl)cc3)o2)CC1	-7.0	-12.8
O=C(Nc1ccc2c(c1)OCO2)c1noc2c1CCCC2	32.4	-1.0
c1ccc(CN2CCN(Cc3ccccc3)C2c2ccco2)cc1	4.0	-1.5
Oc1c(C(Nc2ccccn2)c2ccc3c(c2)OCO3)ccc2cccnc12 (configuration not stated)	98.9*	-6.5
C=C(C)Cn1c(SCC(=O)NN)nc2ccccc2c1=O	10.8	2.1
O=C(Nc1ccc(C(F)(F)F)cn1)c1cccnc1Oc1ccc(Cl)cc1	·	-5.9
CCNc1cc(N2CCCC(CCC(=O)N3CCCCCC3)C2)ncn1 (configuration not stated)	10.2	-7.2
Cc1ccc(C2CC(=O)NC(SCc3ccccc3)=C2C#N)s1 (configuration not stated)	-6.1	-1.0
O=C(NCCSCc1c(F)cccc1Cl)c1ccc(CN2CCOCC2)cc1	4.6	-3.9
COc1ccccc1-n1c(SCC(=O)Nc2ccccc2)nc2c(c1=O)SCC2	13.0	-6.6
CC1(C)CC2(CC(C)(C)N1CCO)OCCO2	-0.9	·
COc1ccc(NC(=O)c2noc3c2CC(C(C)(C)C)CC3)cc1 (configuration not stated)	-4.2	-4.0
ON=C(c1ccccc1)c1ccccc1N=Cc1cc(Br)ccc1O	·	31.4

In another format: six of the compounds above.
SMILES,mHTT-CaM PPI inh,Pf apPOL inh
Cc1ccc(C(=O)N2CCC(c3nc4ccncc4n3C)C2)cc1F (configuration not stated),7.3,-6.7
CCN(CC)CCNC(=O)CC1CCN(C(=O)c2ccc(C)cc2)CC1,4.3,-2.8
CN1CCN(CCCNC(=O)c2ccc(CS(=O)(=O)Cc3ccc(Cl)cc3)o2)CC1,-7.0,-12.8
O=C(Nc1ccc2c(c1)OCO2)c1noc2c1CCCC2,32.4,-1.0
c1ccc(CN2CCN(Cc3ccccc3)C2c2ccco2)cc1,4.0,-1.5
Oc1c(C(Nc2ccccn2)c2ccc3c(c2)OCO3)ccc2cccnc12 (configuration not stated),98.9*,-6.5
